Assay outcomes from PubChem BioAssay.
HP1b chromo inh = HP1-beta chromodomain-methylated histone interaction inhibition | AID 540317 | actives 0.56% (n = 390,000) | P83916 | Potency, µM (top dose mostly 114 µM), inactives show top-dose activity change, negative = inhibition, usual class: inhibitors | AlphaScreen HP1-beta / biotin-H3K9me3 peptide binding; also: nearly all actives have a fitted effect of over 70% in size; inactives centre near 23
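Compound inhibition of the preformed complex between 50 nM HP1-beta and 50 nM biotinylated H3K9me3 peptide was read by AlphaScreen. Buffer was PBS pH 7.4 with 0.01% Tween-20. Incubations ran 30 min at room temperature, with 10 ug/mL donor/acceptor beads.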
PGK inhibitor = blocks T. brucei phosphoglycerate kinase. P07378. PGK/GAPDH coupled, Kinase-Glo luminescence, 60 min. actives 0.043% (n = 380,000). Potency, µM (series often up to 57.5 µM), inactives show at the highest dose activity change, negative = inhibition, most hits filed as inhibitors. AID 602233; also: % is scaled to controls: 0 for no effect and ±100 for the full control effect; nearly all actives have a fitted effect of over 60% in size
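Recombinant glycosomal PGK reaction used 1,3-bisphosphoglycerate generated in-well by GAPDH (100nM final) in 100mM TEA pH 7.6, 5mM MgCl2, 0.01% Tween-20. After 60 minutes at room temperature, ATP was read by Kinase-Glo Plus luminescence end-point.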
Pin1 inhibitor = inhibitors of human Pin1; Q13526; Potency, µM (doses to about 115 µM), without a hit: at the top dose activity, negative = inhibition, most hits filed as inhibitors; AID 504891; Pin1 FP peptide displacement, HiFluor488, 10 min; actives 0.009% (n = 390,000); active = well fitted inhibition curve with a large enough effect in the polarisation, with a control signal flat, not every such curve was filed as active; inconclusive = small, poorly fitted or top-dose-only effect, or effect the other way, or a change in a side signal; inactive = no such curve, though single readings can be large or run the other way; the % refers to the polarisation; also: % is scaled to controls: 0 for no effect and ±100 for the full control effect
G9a block = inhibitors of human histone lysine methyltransferase G9a | G9a H3K9 monomethylation, AlphaScreen, 2 h | Potency, µM (highest dose often 102 µM), for the others: at the highest dose activity, negative = inhibition, usual class: inhibitors | actives 8.8% (n = 350,000); also: % is scaled to controls: 0 for no effect and ±100 for the full control effect; nearly all actives have a fitted effect of over 75% in size
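Compounds were preincubated with 20 nM G9a for 15 min, after which biotinylated H3K9 peptide (500 nM) and SAM (20 uM) started a 2 h room-temperature reaction. Monomethylated product was quantified by antibody-based AlphaScreen chemiluminescence.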
JMJD2A Tudor inh = inhibitors of human JMJD2A Tudor domain | Potency, µM (doses to about 114 µM), inactives show at the top dose activity change, negative = inhibition, actives largely listed as inhibitors | actives 4.4% (n = 390,000) | AlphaScreen JMJD2A-Tudor / H3K4me3 peptide binding | AID 504339 | O75164; also: % is scaled to controls: 0 for no effect and ±100 for the full control effect; nearly all actives have a fitted effect of over 50% in size
BAZ2B block = blocks human BAZ2B; Q9UIF8; AlphaScreen BAZ2B-H3K14Ac peptide displacement; Potency, µM (doses to about 114 µM), for the others: top-dose activity change, negative = inhibition, most hits filed as inhibitors; actives 4.4% (n = 360,000); also: % is scaled to controls: 0 for no effect and ±100 for the full control effect; nearly all actives have a fitted effect of over 60% in size
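Multi-concentration screen (max 110 uM) measuring displacement of acetylated histone H3 peptide from BAZ2B by AlphaScreen, using 50 nM protein, 50 nM peptide and 10 ug/mL streptavidin donor plus Ni-chelate acceptor beads.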
POLI inh = blocks human DNA polymerase iota activity; Pol iota fluorescent replication assay, 10 min; AID 588590; actives 1% (n = 390,000); Q9UNA4; Potency, µM (doses to about 115 µM), for inactives: top-dose activity, negative = inhibition, actives largely listed as inhibitors
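Fluorescent replication assay read twice, at 0 min and 10 min after adding 50 nM (final) substrate. Enzyme (10 nM) and compounds were first incubated 15 min at room temperature; enzyme-free buffer wells were negative controls.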
BLM helicase inh = inhibitors of human Bloom syndrome helicase BLM. P54132. recombinant BLM DNA unwinding, fluorescence dequenching. Potency, µM (titrated, usually from 56.1 µM), for inactives: at the top dose activity change, negative = inhibition, most hits filed as inhibitors. actives 0.2% (n = 350,000);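 also: plate controls were vehicle for no effect and no enzyme for full effect; nearly all actives have a fitted effect of over 35% in size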
GLS inh = glutaminase GLS (human) inhibition. O94925. GLS enzymatic activity, qHTS titration. Potency, µM (titrated, usually from 45.5 µM), inactives show top-dose activity change, negative = inhibition, hits mostly inhibitors. actives 0.21% (n = 410,000). AID 624170; also: % is scaled to controls: 0 for no effect and ±100 for the full control effect
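hKGA in 45 mM KH2PO4 (pH 8.2), 0.02% Tween-20 with compound, then 1mM L-Glutamine (stock as added) plus glutamate oxidase/HRP/Amplex red coupling mix. Fluorescence read initially and after 30 min at RT; signal change reflects glutamate formation.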
An asterisk follows results filed as active; i = inactive; ? = inconclusive; . = no result given; [ ] = remark or other dose. Unless noted, calls follow the shape of the dose curve; as a rule, active = well fitted curve in the direction sought with a large enough effect; inconclusive = small, poorly fitted or top-dose-only effect, or another doubt; inactive = no such curve, though single readings can be large; an effect the other way counts as inactive or inconclusive. Potency is read from the fitted curve at half-maximal effect. Some of the compounds tested (hit frequency here may not be typical).

SMILES	HP1b chromo inh	PGK inhibitor	Pin1 inhibitor	G9a block	JMJD2A Tudor inh	BAZ2B block	POLI inh	BLM helicase inh	GLS inh
COc1cc(/C=N/N=C2/C(=O)Nc3ccccc32)cc(OC)c1O	-55%	-19%	5%	2.8µM*	?	50µM*	12%	-16%	28%
OCCSc1nc2ccccc2n1CCOc1ccccc1	7%	.	-1%	-9%[59 µM]	-16%	3%	-13%	0%	3%
N#Cc1c(N)nc2c(c1-c1ccncc1)CCCC2	19%	-6%	-1%	2%	-12%	-16%	3%	0%	0%
CC(C)(Oc1ccc(CCNC(=O)c2ccc(-c3ccccc3)o2)cc1)C(=O)O	3%	-7%	5%	-13%[59 µM]	-15%	-27%	25%	0%	12%
Cc1cccc(NS(=O)(=O)c2ccc(C)c(C(=O)OCC(=O)Nc3cc(C)on3)c2)c1	10%	i	-1%	-7%[59 µM]	1%[57.1 µM]	-4%	?	-12%	-2%
O/N=C(/CCc1ccccc1)c1ccc2c(c1)OCCO2	18%	0%	-2%	31%	-18%	-13%	43%[activator]	-5%	0%
CCn1c(-c2ccc(S(=O)(=O)N3CCOCC3)cc2)csc1=Nc1ccc(C)c(Cl)c1	-1%	-11%	8%	3%[12.7 µM]	-16%	-6%	28%	-2%	0%
CC(=O)Nc1ccc(C(=O)COC(=O)c2nc3nc(C)cc(C)n3n2)cc1	28%	-7%	9%	?	-10%	-14%	-21%	.	-10%
CC(=O)Nc1ccc(S(=O)(=O)Nc2nc3ccccc3nc2Nc2ccc3ccccc3c2)cc1	34%	-6%	?	?	-10%	-5%	-11%	-8%	12%
O=C(Nc1nccs1)c1ccc([N+](=O)[O-])cc1Cl	13%	1%	-17%	16%	-13%	5%	1%	-1%	-4%
Cc1cccc(C)c1NC(=O)CNC(=O)c1ccccc1OCc1ccccc1	29%	-1%	0%	-2%	-10%	-6%	6%	.	0%
Cc1[nH]n(-c2ccccc2)c(=O)c1/C=N\NC(=O)C1COc2ccccc2O1 (centres undefined)	19%	8%	-9%	8%[59 µM]	?	71µM*	5%	3%	0%
O=C(Nc1ccc(Br)cc1F)N1CCC(CN2CCCC2)CC1	16%	-4%	-5%	-1%[59 µM]	-4%	3%	8%	0%	1%
O=C(CS(=O)(=O)c1ccccc1)c1ccc2c(c1)OCCO2	49%[activator]	-3%	-12%	-26%[59 µM]	-13%	-5%	28%	-3%	5%
Cc1cc(Br)ccc1NC(=O)CN(C)C(=O)c1ccc(-n2cncn2)c([N+](=O)[O-])c1	32%	6%	0%	?	-14%	23%	13%	.	0%
O=C(CCCn1c(=S)[nH]c2cc3c(cc2c1=O)OCO3)N1CCN(c2ccccc2F)CC1	13%	1%	0%	5%[12.7 µM]	-22%	7%	13%	2%	-5%
Cc1oc2ccc(O)c(CN3CCOCC3)c2c1C(=O)c1ccc(Cl)cc1	3%	7%	?	?	-13%	-39%	4%	3%	11%
COc1ccc(CCNC(=O)Cc2cccs2)cc1OC	18%	-2%	3%	-3%	-1%	6%	63%[activator]	-2%	-5%
COc1cc2[nH]c(=S)nc(NCCc3ccc(S(N)(=O)=O)cc3)c2cc1OC	116%[activator]	-7%	1%	13µM*	-15%	-24%	6%	19%	-9%
COc1ccc(CNC(=O)C2CCN(c3nnc(-n4c(C)ccc4C)s3)CC2)c(OC)c1	2%	.	-3%	4%[59 µM]	-35%	-16%	-16%	-3%	-5%
COc1nc(OC)nc(N2CCC(C(=O)NCC3CCCCC3)CC2)n1	-4%	-6%	1%	-11%[59 µM]	-16%	13%	-2%	-1%	-16%
COc1ccccc1C/C(N)=N/OC(=O)COc1cccc(C)c1	164%[activator]	7%	-1%	187%[activator]	105%[activator]	135%[activator]	-6%	-6%	-1%
C#CCN1C=CC(=O)[C@@H](OC(=O)Nc2ccccc2Br)[C@H]1c1ccccc1Br	7%	-7%	-3%	.	-27%	.	16%	.	3%
O=C(COC(=O)c1cnccn1)Nc1ccccc1-c1ccccc1	23%	-7%	7%	-43%[59 µM]	-1%	4%	25%	.	0%
CCc1ccc(NC(=O)c2noc(C(C)C)c2[N+](=O)[O-])cc1	23%	-2%	-1%	-34%	-28%	-7%	12%	-8%	-1%
CC(=O)Oc1cc2c3c(c1)/C(=C1/SC(=S)NC1=O)C(=O)N3C(C)(C)C=C2C	?	-13%	.	8.9µM*	11µM*	7.9µM*	?	-6%	1%
O=C(CSc1nc2ccccc2[nH]1)N/N=C/c1ccncc1	-14%	1%	-22%	3%	-16%	-2%	8%	1%	-1%
CCCC(=N)C1=C(O)CC(CC(C)SCC)CC1=O (centres undefined)	23%	-2%	3%	-14%	-11%	0%	23%	0%	1%
CC1C(C#N)=C(N)OC2=C1C(=O)CCC2 (centres undefined)	39%[activator]	1%	2%	?	-8%	1%	18%	0%	2%
CCCn1c(N)c(C(=O)CSc2nnc(Cc3ccccc3)o2)c(=O)n(C)c1=O	20%	0%	8%	?	-7%	8%	9%	2%	10%
Cc1ccc2oc(=O)c3cnn(CC(=O)N(CCCN4CCOCC4)Cc4ccco4)c3c2c1	20%	2%	1%	-22%[59 µM]	-24%	-4%	4%	-5%	0%
CN(C)S(=O)(=O)N1CCN(c2ccc([N+](=O)[O-])c(N3CCCCC3)c2)CC1	7%	i	4%	?	-30%	?	37%[activator]	-8%	0%
Cc1c(N)cc[n+](CC(=O)c2ccccc2)c1C	38%	i	1%	-5%	5%	-7%	8%	-4%	-8%
CC(C)(C)OC(=O)CNC(=O)c1[nH]cnc1C(=O)N[C@@H](Cc1ccccc1)C(=O)OC(C)(C)C	41%	i	?	-1%[59 µM]	-14%	4%	19%	-18%	2%
N#Cc1c(N(CCO)CCO)nc(N)c2c(N)nc3c(c12)CC(=O)N3CC1CCCO1 (centres undefined)	-13%[57 µM]	-5%	-1%	.	-26%	-13%	?	-23%	-2%
CSc1ccc(Cl)c(C(=O)OCC(=O)Nc2ccccc2OC(F)F)c1	65%[activator]	-8%	1%	46%	28%	19%	6%	-12%	2%

Looked up by structure from the list above (2):
SMILES	HP1b chromo inh	PGK inhibitor	Pin1 inhibitor	G9a block	JMJD2A Tudor inh	BAZ2B block	POLI inh	BLM helicase inh	GLS inh
CCn1c(-c2ccc(S(=O)(=O)N3CCOCC3)cc2)csc1=Nc1ccc(C)c(Cl)c1	-1%	-11%	8%	3%[12.7 µM]	-16%	-6%	28%	-2%	0%
COc1ccc(CCNC(=O)Cc2cccs2)cc1OC	18%	-2%	3%	-3%	-1%	6%	63%[activator]	-2%	-5%

Additional compounds follow:
SMILES	HP1b chromo inh	PGK inhibitor	Pin1 inhibitor	G9a block	JMJD2A Tudor inh	BAZ2B block	POLI inh	BLM helicase inh	GLS inh
COc1ccc(-c2nc(SCC(=O)Nc3ccc4c(c3)OCCO4)c(-c3ccc(C)cc3)[nH]2)cc1OC	2%	3%	19%	-11%[59 µM]	?	-23%	-5%	-7%	9%
Cc1ccc(OCCOC(=O)c2c(-c3ccccc3)noc2C)cc1	196%[activator]	-7%	-1%	185%[activator]	155%[activator]	179%[activator]	1%	-5%	1%
O=C(COC(=O)c1ccc(O)cc1O)c1ccc(Cl)cc1	11%	i	-3%	-35%	-26%	-7%	-3%	.	6%
Cc1ccsc1C(=O)N1CCC(CO)(Cc2ccccc2)CC1	41%[activator]	-7%	4%	-5%	-19%	-4%	14%	-3%	6%
O=C(CNS(=O)(=O)c1cccc2nonc12)NCc1ccc(F)cc1	17%	1%	-9%	-16%[12.7 µM]	-12%	-5%	23%	-9%	-13%
COc1ccc(C(=O)SC2=NCCS2)cc1	22%	0%	-2%	?	-10%	-4%	?	5%	45%[activator]
NC(=O)c1nsc(C(=O)N(c2ccc(Cl)cc2)C(C(=O)NCC2CCCO2)c2cccs2)c1N (centres undefined)	42%[activator]	-6%	-3%	-3%	-23%	2%	35%[activator]	-10%	-1%
CN(C)S(=O)(=O)c1ccc(C(=O)N2CCN(S(=O)(=O)c3ccc4c(c3)OCCO4)CC2)cc1	17%	i	-5%	.	-14%	.	1%	.	-5%
COc1ccc(CCNC(=O)C(C)Sc2ccc(C)cc2)cc1OC (centres undefined)	5%	-3%	-12%	-3%[59 µM]	-2%	-5%	204%[activator]	5%	7%
Cc1cc(C)cc(N(CC(=O)NCc2ccco2)C(=O)CCC(=O)Nc2nccs2)c1	17%	-5%	0%	10%	-9%	-2%	35%[activator]	-4%	0%
COc1ccccc1-c1sc2ccccc2c1C#Cc1ccc(N(C)C)cc1	97%[activator]	-3%	29%	.	26%	.	3%	.	4%
COc1ccc(CNc2ncnc3c2cnn3-c2ccc(C)c(C)c2)cc1	28%	1%	-11%	21%[59 µM]	-7%	-1%	0%	-5%	5%
CCCOc1ccc(C(=O)C(CN2CCOCC2)c2ccccc2)cc1 (centres undefined)	6%	-6%	2%	?	-18%	3%	?	-5%	11%
O=C(NCCC1=CCCCC1)c1ccc(-n2cncn2)cc1	39%[activator]	-6%	0%	4%[12.7 µM]	10%	-6%	-6%	.	-3%
CCCOc1ccc(-c2csc3ncn(Cc4ccc(C(=O)O)cc4)c(=O)c23)cc1	23%	-6%	0%	25%[12.7 µM]	-16%	-28%	0%	-6%	-2%
COc1ccc(N(C(=O)CNS(=O)(=O)c2ccccc2)C(C(=O)NCc2ccco2)C(C)C)cc1 (centres undefined)	24%	i	-6%	3%	-29%	-32%	-1%	2%	-20%
COc1ccccc1CNC(=O)C1CCN(S(=O)(=O)c2ccc3c(c2)C(C)(C)C(=O)N3C)CC1	65%[activator]	i	1%	-9%	-14%	-6%	17%	0%	1%

Already shown: entries from further up.
SMILES	HP1b chromo inh	PGK inhibitor	Pin1 inhibitor	G9a block	JMJD2A Tudor inh	BAZ2B block	POLI inh	BLM helicase inh	GLS inh
COc1ccc(N(C(=O)CNS(=O)(=O)c2ccccc2)C(C(=O)NCc2ccco2)C(C)C)cc1 (centres undefined)	24%	i	-6%	3%	-29%	-32%	-1%	2%	-20%
COc1ccccc1CNC(=O)C1CCN(S(=O)(=O)c2ccc3c(c2)C(C)(C)C(=O)N3C)CC1	65%[activator]	i	1%	-9%	-14%	-6%	17%	0%	1%
